# Source: PubChem BioAssay
# NR2F2 inh: blocks human COUP-TFII nuclear receptor; P24468; inhibition, % at 8.6 µM; HEK293T NGFI-A luciferase reporter, luminescence; hit rate 0.7% among 370,000; AID 686940;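 active = inhibition above a per-plate cutoff, mean inhibition of test wells between control levels plus 3 SD, cut at about 38% in these data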;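 also: cells cotransfected with COUP-TFII expression vector driving the NGFI-A reporter; 0% = median of COUP-TF2 test wells and 100% = reporter-only cells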
# NCOA3 inh: inhibits human SRC3 coactivator | HEK293 GAL4-SRC3 luciferase reporter, luminescence | AID 588352 | hit rate 0.17% among 360,000 | inhibition, % at 3.6 µM | Q9Y6Q9;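 active = inhibition above a per-campaign cutoff, the mean of all compounds plus 3 SD, cut at about 60% in these data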;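 also: 0% = DMSO-treated cells and 100% = gossypol-treated cells at 36 µM; higher means less SRC3-driven luciferase light from the GAL4 reporter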
# Target sequence (Q9Y6Q9 whole entry, looked up, the tested form may be a part): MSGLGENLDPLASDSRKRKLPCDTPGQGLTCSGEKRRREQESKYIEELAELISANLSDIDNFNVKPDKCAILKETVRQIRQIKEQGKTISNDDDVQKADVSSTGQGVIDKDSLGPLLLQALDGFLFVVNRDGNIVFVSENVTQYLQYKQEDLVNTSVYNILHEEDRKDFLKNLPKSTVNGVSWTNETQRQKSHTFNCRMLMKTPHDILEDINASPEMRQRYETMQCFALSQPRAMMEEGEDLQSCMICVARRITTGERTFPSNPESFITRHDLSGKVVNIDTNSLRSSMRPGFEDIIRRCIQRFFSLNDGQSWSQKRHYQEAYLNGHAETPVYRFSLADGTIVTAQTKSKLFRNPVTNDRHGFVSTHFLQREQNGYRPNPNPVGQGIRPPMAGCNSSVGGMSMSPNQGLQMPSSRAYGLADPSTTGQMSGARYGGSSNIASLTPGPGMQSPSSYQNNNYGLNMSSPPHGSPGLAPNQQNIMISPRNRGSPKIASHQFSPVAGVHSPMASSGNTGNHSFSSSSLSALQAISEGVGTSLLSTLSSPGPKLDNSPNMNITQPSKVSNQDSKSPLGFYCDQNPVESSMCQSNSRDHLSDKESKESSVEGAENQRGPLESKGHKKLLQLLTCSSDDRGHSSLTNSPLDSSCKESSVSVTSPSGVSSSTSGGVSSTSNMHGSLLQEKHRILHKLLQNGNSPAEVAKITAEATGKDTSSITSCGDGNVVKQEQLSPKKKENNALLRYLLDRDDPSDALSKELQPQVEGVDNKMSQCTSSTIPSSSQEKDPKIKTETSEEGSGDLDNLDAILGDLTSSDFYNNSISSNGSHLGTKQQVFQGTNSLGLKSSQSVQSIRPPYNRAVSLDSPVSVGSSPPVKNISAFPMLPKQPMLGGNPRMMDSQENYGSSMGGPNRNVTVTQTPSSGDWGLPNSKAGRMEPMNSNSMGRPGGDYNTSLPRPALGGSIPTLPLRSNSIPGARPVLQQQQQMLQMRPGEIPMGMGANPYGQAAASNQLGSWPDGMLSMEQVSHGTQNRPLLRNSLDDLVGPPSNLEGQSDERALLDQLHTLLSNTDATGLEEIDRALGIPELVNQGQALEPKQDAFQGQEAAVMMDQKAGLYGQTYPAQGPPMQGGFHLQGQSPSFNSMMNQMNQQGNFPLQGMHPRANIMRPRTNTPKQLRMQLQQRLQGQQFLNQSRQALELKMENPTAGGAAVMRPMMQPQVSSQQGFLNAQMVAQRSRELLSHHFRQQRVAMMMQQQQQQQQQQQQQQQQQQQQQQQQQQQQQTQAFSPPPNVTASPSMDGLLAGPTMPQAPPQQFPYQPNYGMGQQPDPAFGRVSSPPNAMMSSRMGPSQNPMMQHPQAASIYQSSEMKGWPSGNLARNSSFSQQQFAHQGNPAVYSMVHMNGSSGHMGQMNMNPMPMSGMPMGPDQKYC
# CF NFkB block: inhibitors of cystic fibrosis induced NF-kB. hit rate 0.86% among 360,000. inhibition, % at 5 µM. AID 588850. KKLEB NF-kB-GFP reporter, PAF-induced, GFP fluorescence overnight;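 active = at least 50% inhibition at 5 µM, scaled per plate between neutral and stimulator controls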;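 also: PAF is a Pseudomonas aeruginosa culture filtrate used as stimulus; plate controls were PAF-stimulated DMSO wells for no effect and unstimulated DMSO wells for full effect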
# Shn3 inh set2: inhibitors of Schnurri-3 3'UTR reporter in osteoblasts; Clone20 osteoblast Shn3 3'UTR firefly luciferase, 24 h; inhibition, % at 12.5 µM; hit rate 0.52% among 360,000;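 active = mean inhibition of at least 75% with every replicate also reaching 75%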;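 also: 0% = median of neutral control wells and 100% = pilot-screen positive control compound; some compounds past the cut are filed as inactive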
# C8 TRAIL sens: sensitizes caspase-8 expressing cells to TRAIL; NB7+C8 cells + TRAIL, ATPlite viability luminescence; inhibition (viability loss, TRAIL sensitization), % at 10 µM; hit rate 1% among 360,000; AID 624354;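 active = compounds causing at least 50% loss of cell viability in the single-dose screen, relative to plate controls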
# LMP1 NFkB inh: reduces LMP1-driven NF-kappaB luciferase signal. LMP1-induced NF-kappaB luciferase reporter cells, luminescence. inhibition, % at 12.5 µM. hit rate 0.69% among 350,000. AID 504558; in the data active = inhibition above about 41%;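 also: 0% = neutral control wells and 100% = reference inhibitor control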
# TROY NFkB inh: inhibitors of TROY-dependent NF-kB signaling. Q293 LMP1-TROYcd NF-kB luciferase reporter, 4 h. inhibition, % at 10 µM. hit rate 0.98% among 360,000. AID 1347056;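 active = compounds whose plate-normalised and pattern-corrected inhibition of the luciferase reporter signal at the single screening dose is 50% or more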
# NCOA1 inh: inhibitors of human steroid receptor coactivator 1 (SRC1). hit rate 0.12% among 360,000. inhibition, % at 3.6 µM. AID 588354. Q15788. HEK293 GAL4-SRC1 luciferase reporter, luminescence;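 active = inhibition above the campaign mean plus 3 SD, with each screening campaign given its own cutoff, cut at about 60% in these data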;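 also: 0% = DMSO treated cells and 100% = gossypol at 36 µM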
# TWEAK Fn14 block: blocks TWEAK-Fn14 interaction in a reporter cell assay; TWEAK-stimulated Fn14 reporter cells, luciferase luminescence, 8 h; inhibition, % at 10 µM; hit rate 2% among 360,000; AID 1159606; in the data active = inhibition above about 50%
# LRH-1 inv ag: inverse agonists of human LRH-1 (NR5A2); O00482; HEK293T StAR-luciferase reporter, LRH-1 transfected, 24 h; inhibition, % at 3.6 µM; hit rate 0.13% among 360,000;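 active = inhibition above the mean inhibition of all tested compounds plus 3 SD, cut at about 73% in these data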;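 also: 0% = DMSO wells and 100% = reporter-only cells lacking LRH-1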
# KKLEB cytotox: CF airway cell cytotoxicity counter-screen. hit rate 0.36% among 360,000. activity change (cytotoxicity), % at 5 µM. AID 602141. KKLEB CF airway cells viability, ATPlite luminescence, overnight; active compounds read low; cells stimulated with P. aeruginosa culture filtrate;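 active = corrected activity change at or below -50% at 5 µM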
# Active calls of the source: *; nt = no result given. These rows are one share of the data, so the mix of outcomes need not match the whole.
SMILES,NR2F2 inh,NCOA3 inh,CF NFkB block,Shn3 inh set2,C8 TRAIL sens,LMP1 NFkB inh,TROY NFkB inh,NCOA1 inh,TWEAK Fn14 block,LRH-1 inv ag,KKLEB cytotox
COc1ccc(NC(=O)c2cc([N+](=O)[O-])ccc2NC(=O)CNCc2ccccn2)c(OC)c1,-14,-49,-3,-10,2,-1,16,-11,-3,-4,2
Cc1cc(C)n(Cc2ccc(C(=O)Nc3ccc(Br)cc3C)o2)n1,11,18,-10,-8,-4,16,-28,11,21,12,-7
Cc1nc(NC(=O)CN2CCN(c3cccc(Cl)c3)CC2)sc1C(=O)N(C)C,-12,-2,0,12,-3,-4,7,16,17,4,8
CCC(C)(NC=O)C(=O)Nc1c(C)cccc1C (stereo unspecified),4,17,5,-6,19,4,-12,3,-4,8,-9
O=c1c2ccccc2nc(SCc2ccccc2)n1Cc1ccco1,18,-10,16,24,1,-1,0,2,26,3,-1
Nc1cc(=O)[nH]c(SCCSc2cc(Cl)ccc2Cl)n1,-16,-4,8,1,-2,51*,-12,-9,-21,9,1
Cn1nc(C(=O)Nc2cccc(C(F)(F)F)c2)ccc1=O,2,11,-2,3,6,2,13,-1,-10,-7,-3
Cc1nn(-c2ccccc2)c(Cl)c1/C=N/O,1,9,-5,-1,-1,-4,-18,-1,-4,-4,-3
CC(=O)c1ccc(NC(=O)C(C)OC(=O)c2cccc(-n3cnnn3)c2)cc1 (stereo unspecified),-1,7,12,-3,12,3,7,-4,-17,16,-11
O=C(CSc1nnc(-c2ccoc2)o1)N1CCOCC1,-5,1,-7,-6,-2,-5,-13,-6,-8,-9,2
Cc1ccc(NC(=S)/C(C#N)=C2/Nc3ccccc3S2)cc1,6,-5,43,-1,11,-3,41,-8,39,18,5
O=C1CC(C(=O)NC2CCCCC2)C(c2ccccc2)O1 (stereo unspecified),-1,17,1,-8,13,-8,0,-9,2,0,4
CC(=O)c1c(C)[nH]c(C(=O)COC(=O)C2CC2)c1C,2,3,4,2,-6,-8,-2,0,7,-6,-4
CS(=O)(=O)c1ccc2nc(NC(=O)CN3CCCCCC3)sc2c1,-9,-10,-2,-7,-6,2,2,-3,6,0,6
CCOCCC(=O)Nc1ccc2c(c1)c(=O)n(C)n2Cc1cccc(C(F)(F)F)c1,-10,0,-4,-1,-6,nt,-3,-1,-13,14,7
CC(C)NC(=O)C1CCN(C2CCN(Cc3nc4ccccc4s3)CC2)CC1,-2,5,-10,57,0,1,-1,-5,5,20,-7
Brc1ccc(NCc2nnc3n2CCCCC3)cc1,-13,6,14,-2,-16,-6,4,-5,-8,-47,-10
CCCC(=O)NC(=S)Nc1cccc(Cl)c1N1CCCCC1,-23,1,20,-7,-2,-7,20,12,28,7,-9
CN=C1S/C(=C/c2cn(CC(=O)OC)c3ccccc23)C(=O)N1C,3,11,16,15,-1,10,0,9,-14,-1,-3
CN(CCc1ccccn1)C(=O)CCc1nnc(CCCc2ccccc2)o1,-27,-45,22,-17,-5,-40,-71,-85,-16,-53,-11
COc1ccc(S(=O)(=O)N2CCCC2)cc1C(=O)N1CCCCC1,8,-10,15,-26,-25,-4,9,11,9,16,0
CCCC1(c2ccccc2)NC(=O)N(CC(=O)NCC2COc3ccccc3O2)C1=O (stereo unspecified),-11,0,-12,1,-1,1,4,-6,4,1,18
CCn1cc(CN2CCC(n3nccc3NC(=O)CCc3ccccc3)CC2)cn1,5,3,-7,1,-7,-8,-2,0,7,-15,-1
COc1ccc(NC(=O)c2ccc(COCC(F)(F)C(F)F)cc2)cc1OC,-6,1,-15,2,10,1,8,6,-9,0,11
COc1ccc(-n2nc(C(=O)NCC(=O)NCCCN3CCN(C)CC3)c3ccccc3c2=O)cc1,-16,-9,-12,-1,0,-2,-3,-5,21,-16,0
CCOC(=O)C1CCN(Cc2cccc(Oc3ccccc3)c2)CC1,-8,-12,16,-3,-5,-2,8,10,-12,10,-8
Clc1ccc(-c2nnc(SCc3nc(-c4ccccc4)no3)o2)cc1,-3,-27,-2,-25,-1,1,-5,1,12,2,-10
O=C(c1ccc(OCc2cn3ccccc3n2)cc1)N1CCN(S(=O)(=O)c2ccccc2F)CC1,-25,-7,-6,3,9,10,2,-15,-28,-32,16
COCC1CCN(Cc2cn(Cc3ccccc3)nc2-c2cc3ccccc3o2)CC1,-2,19,-3,1,-17,2,-43,14,5,-1,4
O=C(CCn1nnnc1CN1CCOCC1)N1CCC(c2ccccc2F)C1 (stereo unspecified),-12,-4,-18,15,-17,5,5,-1,20,4,6
COc1ccccc1Nc1nnc(SCc2nnc(-c3cc(OC)c(OC)c(OC)c3)o2)s1,-2,16,-3,-4,1,4,4,-4,-1,15,0
CNC(=S)N/N=C/c1cn(CCOc2ccccc2OC)c2ccccc12,-21,-10,-51,18,6,7,5,-14,39,14,4
Cc1ccc(-c2nc(C#N)c(NCc3ccco3)o2)cc1,-2,-118,17,-116,15,-1,-34,-104,-26,-143,7
CCN(C(=O)COC(=O)/C=C/c1c(C)nn(-c2ccccc2)c1C)C1CCS(=O)(=O)C1 (stereo unspecified),-8,6,13,-12,1,-6,-8,13,-3,-3,-5
S=C1NCCOCCOCCNC(=S)N2CCOCCOCCN1CCOCCOCC2,-4,11,-10,-11,-7,-5,-6,-6,2,-2,-12
C=C(C)CC(NCCc1ccccc1)c1ccco1 (stereo unspecified),3,-10,3,17,-3,6,-11,3,-9,-9,-1
CCOC(=O)/C=C1\CC(C(=O)OCC)Oc2ccccc21 (stereo unspecified),4,4,-34,13,-9,-5,9,1,5,-14,15
C#CCOC(=O)Nc1ccc(OCC(F)(F)F)nc1,-9,10,-10,3,14,-4,-12,5,-11,-18,8
CC(C)c1ccc(C(=O)Nc2ccc(N3CCOCC3)cc2)cc1,-10,-13,1,-8,16,-29,-27,9,-5,-10,2
Nc1nnc(SCc2nc3scc(-c4ccccc4)c3c(=O)[nH]2)s1,10,9,-12,58,12,-5,18,7,14,-1,-4
NC(=O)COC(=O)c1cccc(NS(=O)(=O)/C=C/c2ccccc2)c1,9,10,-10,7,-6,-2,13,-25,4,15,-1
CC(C)(C)c1ccc(CNC(=O)c2ccc3c(c2)NC(=O)CO3)cc1,6,-4,-2,8,1,-2,-4,-49,-4,-5,-4
CC(=O)Nc1nc(C)c(S(N)(=O)=O)s1,-1,9,2,2,-5,0,8,9,2,6,9
COCC(C)n1c(COc2ccccc2F)nnc1SCc1c(C)noc1C (stereo unspecified),-2,-3,-8,5,-2,-2,-20,-18,-1,7,-14
COc1cccc(/C(O)=C2/C(=O)C(=O)N(Cc3ccco3)C2c2ccncc2)c1 (stereo unspecified),-7,-12,-6,2,5,1,3,-2,-7,-15,6
O=C(Nc1nnc(SCC(=O)N2CCCC2)s1)C1CC(=O)N(c2ccc(F)cc2)C1 (stereo unspecified),-2,7,-3,-6,-18,-35,-4,2,-3,1,-1
Cc1sc(NC(=O)C2C3CCC(O3)C2C(=O)O)nc1-c1ccc(CC(C)C)cc1 (stereo unspecified),-28,-47,1,-192,12,-30,-40,-49,-12,-68,-10
Cc1ccc(-c2csc(C(C#N)=C3CCCC3)n2)cc1,-18,-67,-20,-90,21,-42,nt,-40,-11,-43,10
O=C1CCC[C@@H]2C[C@@]3(C[C@@H]4CCN1[C@H]24)Nc1cc([N+](=O)[O-])ccc1NC3=NC1CCCCC1,-8,-14,-12,-3,-4,12,-6,-10,5,-18,1
CCN(C(=O)COC(=O)CSc1ccc(F)cc1)c1c(N)n(Cc2ccccc2)c(=O)[nH]c1=O,19,7,-8,-10,-15,0,5,5,3,-12,7
COc1ccc(-c2noc(N3CCC(C(=O)Nc4ccc(OC)cc4OC)CC3)n2)cc1,15,-40,22,33,-11,4,11,-44,10,-27,12
COc1ccc(N2CC(C(=O)Nc3nnc(SCC(=O)N4CCCC4)s3)CC2=O)cc1 (stereo unspecified),-6,-16,1,-1,-22,-10,-1,-30,2,-16,-3
O=C1C2C3C=CC(C3)C2C(=O)N1Nc1ccccc1 (stereo unspecified),21,8,4,0,-7,1,5,-26,17,-26,4
CC(C)c1ccc(NC2CCCN(C(=O)c3ccnn3C)C2)cc1 (stereo unspecified),2,-16,13,3,-22,-2,7,11,-3,-14,-7
Cc1ccc(S(=O)(=O)NC(=O)C2(C)CCN2C(=O)Cc2ccc(C(C)(C)C)cc2)cc1 (stereo unspecified),-19,3,10,-7,2,nt,12,0,1,-7,-7
Cc1cc(C)c(NC(=O)Cn2nnc(C(=O)NCc3ccco3)c2N)c(C)c1,-1,18,-3,19,-30,1,12,0,-20,5,-1
CCCCN(N=Nc1nonc1OC)c1nonc1OC,3,1,-4,8,-7,-5,nt,-8,32,14,2
O=C(Nc1cccc(F)c1)C1CCN(C(=O)Cc2ccccc2)CC1,-14,0,14,-1,-1,-3,-2,11,7,-9,-1
O=c1c2ccccc2nc(N2CCN(c3ccccc3)CC2)n1Cc1ccccc1,-6,-3,4,28,22,10,25,14,0,9,-4
O=C(CCOc1ccccc1F)N1CCN(c2ccccc2O)CC1,-15,-30,-4,-12,-3,-31,-60,-35,-12,-55,7
# Next part:
SMILES,NR2F2 inh,NCOA3 inh,CF NFkB block,Shn3 inh set2,C8 TRAIL sens,LMP1 NFkB inh,TROY NFkB inh,NCOA1 inh,TWEAK Fn14 block,LRH-1 inv ag,KKLEB cytotox
O=C(N[C@@H](Cc1ccccc1)C(=O)NCc1ccc(F)cc1)C1CCNCC1,8,-9,-18,-19,-8,-1,-24,-12,9,2,16
COc1ccc2c(c1)CCc1c-2n[nH]c1C(=O)O,8,-2,-7,7,16,-1,-12,-6,-5,3,7
COc1ccc(-n2cc(CNCC3CC(=O)N(C4CC4)C3)c(-c3ccccc3Cl)n2)cc1 (stereo unspecified),11,6,4,-14,-4,-1,7,-14,-4,2,-9
COc1ccc2c(c1)CCC(C)N2S(=O)(=O)c1ccc(C2CNC(=O)C2)cc1 (stereo unspecified),-8,15,5,-19,-15,-17,11,-32,10,-12,4
O=S(=O)(Nc1ccccn1)c1ccc(-n2cccn2)cc1,-5,-16,-7,8,-6,-2,10,10,2,5,-5
CCCNC(=O)c1[nH]c(C)c(C(C)=O)c1C,-15,-7,4,-4,6,-9,16,-6,10,10,8
CC(C)C(C(=O)NC(C)(C)C)N(CCN1CCOCC1)C(=O)CNS(=O)(=O)c1ccccc1 (stereo unspecified),-14,2,-10,11,5,-5,8,-7,19,-17,4
O=C(CCCOc1ccccc1)N1CCc2ccccc2C1,-12,-53,-7,-72,-11,-28,-46,-32,0,-33,5

# Molecules shown so far that have a cyano group (three):
SMILES,NR2F2 inh,NCOA3 inh,CF NFkB block,Shn3 inh set2,C8 TRAIL sens,LMP1 NFkB inh,TROY NFkB inh,NCOA1 inh,TWEAK Fn14 block,LRH-1 inv ag,KKLEB cytotox
Cc1ccc(NC(=S)/C(C#N)=C2/Nc3ccccc3S2)cc1,6,-5,43,-1,11,-3,41,-8,39,18,5
Cc1ccc(-c2nc(C#N)c(NCc3ccco3)o2)cc1,-2,-118,17,-116,15,-1,-34,-104,-26,-143,7
Cc1ccc(-c2csc(C(C#N)=C3CCCC3)n2)cc1,-18,-67,-20,-90,21,-42,nt,-40,-11,-43,10
